# High-throughput results deposited in PubChem by National Center for Advancing Translational Sciences (NCATS).
# Caspase-7 inhib – blocks human caspase-7 allosterically or competitively. P55210. recombinant caspase-7, Ac-DEVD-AFC fluorescence rate. Potency, µM (titrated, usually from 57.5 µM), inactives show at the highest dose activity change, negative = inhibition, hits mostly inhibitors. 75,000 compounds, 0.02% hits; active = well fitted inhibition curve with a large enough effect in the main read-out, with a control signal flat, not every such curve was filed as active; inconclusive = small, poorly fitted or top-dose-only effect, or a change in a side signal; note: potency is the fitted concentration of half-maximal effect; % of control where 0% means no effect
# USP2a inh – USP2a (human) protease inhibition | O75604 | USP2a enzymatic assay, qHTS inhibition | Potency, µM (doses to about 38.3 µM), for inactives: at the highest dose activity change, negative = inhibition, most hits filed as inhibitors | 60,000 compounds, 0.1% hits | AID 927;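 note: potency is the fitted concentration of half-maximal effect; nearly all actives have a fitted effect of over 60% in size; plate controls were DMSO for no effect and NEM full inhibition control for full effect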
#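 20 nM USP2 core + cpd, 30 min RT; add 20 nM Ub-PLA2/20 uM NBD C6-HPC; read Ex460/Em535 at 0 h and 2.5 h. Normalized to NEM; qHTS curve fit/classification.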
# Rhodamine autofl – compound autofluorescence in rhodamine spectral region | Rhodamine-region fluorescence, 547/598 nm, Tris buffer; stronger effect = higher value | 59,000 compounds, 0.05% hits | max dye-equivalent concentration, M; in the data active = max dye-equivalent concentration above about 11 nM; inconclusive = between about 1.1 nM and that limit
#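 qHTS spectral profiling of compounds without any target or enzyme present, in pH 8.0 Tris buffer; plates were read after a 15-minute room-temperature incubation using the rhodamine-region filter set.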
# DNA Pol III inh – inhibitors of bacterial DNA polymerase III holoenzyme. reconstituted DNA polymerase III holoenzyme replication, biochemical. Potency, µM (series often up to 57.1 µM), inactives show at the top dose activity change, negative = inhibition. 71,000 compounds, 0.25% hits. AID 603; note: potency is the fitted concentration of half-maximal effect; % is set by controls: 0 for no effect and ±100 for the full control effect
#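 Reconstituted *E. coli* holoenzyme (0.35 nM Pol III, 1 nM beta, 154 nM SSB, 2 nM primase) was preincubated with compound for 15 min at RT. Synthesis on 1.4 nM ssM13Gori ran 35 min, then was stopped with PicoGreen/EDTA and read as dsDNA fluorescence.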
# Casp1 inh – allosteric or competitive inhibitors of human caspase-1; Caspase-1 enzyme, Ac-WEHD-AFC fluorogenic rate; AID 900; Potency, µM (highest dose often 57.5 µM), for the others: at the highest dose activity change, negative = inhibition, actives largely listed as inhibitors; 75,000 compounds, 0.03% hits;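 note: potency is the fitted concentration of half-maximal effect; plate controls were vehicle for no effect and no substrate for full effect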
# BRCT inh red – disrupts BRCA1 BRCT binding to phosphoprotein, red fluorophore readout. BRCT-phosphopeptide binding, red fluorescence polarization. 75,000 compounds, 0.03% hits. Potency, µM (highest dose often 76.9 µM), for the others: top-dose activity change, negative = inhibition, most hits filed as inhibitors. P38398; note: % is set by controls: 0 for no effect and ±100 for the full control effect
#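 Rhodamine-labelled pBACH1 10-mer (100 nM) bound to BRCT domain (100 nM) at pH 7.3; compounds incubated 12 min room temperature, polarization read. Free peptide defines full inhibition; unlabelled decapeptide titrated as control.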
# BRCT inh green – BRCA1 BRCT-phosphoprotein interaction inhibition; AID 875; 75,000 compounds, 0.05% hits; Potency, µM (titrated, usually from 76.9 µM), inactives show top-dose activity change, negative = inhibition, hits mostly inhibitors; BRCA1 BRCT-phosphopeptide binding, green fluorescence polarization; P38398;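 note: potency is the fitted concentration of half-maximal effect; plate controls were peptide without protein for full effect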
#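 Fluorescence polarization: His-tagged BRCT (~35 kDa BRCA1 C-terminus, 250 nM) bound to 100 nM fluorescein-labeled phosphorylated 10-aa BACH1 peptide, pH 7.3 phosphate buffer with DTT and Tween 20. Compounds incubated 12 min at room temperature; inhibition read as lowered polarization.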
# ALOX15 inhib – blocks human 15-lipoxygenase activity; P16050; 74,000 compounds, 1.4% hits; purified 15hLO-1, xylenol orange hydroperoxide absorbance; Potency, µM (doses to about 57.1 µM), for the others: at the highest dose activity change, negative = inhibition, usual class: inhibitors; note: potency is the fitted concentration of half-maximal effect; % is set by controls: 0 for no effect and ±100 for the full control effect; nearly all actives have a fitted effect of over 55% in size
#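 Purified human 15hLO-1 (40 nM final) in 25 mM Hepes pH 7.5, 0.01% Triton X-100 was preincubated with compound 15 min at room temperature, then reacted 6 min with 50 uM arachidonic acid; hydroperoxide detected by Fe-XO, 573/405 nm absorbance ratio.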
# HADH2 inh – HADH2 (human) dehydrogenase inhibition. recombinant HADH2, NADH fluorescence, beta-hydroxybutyryl-CoA. Q99714. 73,000 compounds, 3.4% hits. Potency, µM (highest dose often 57.1 µM), for the others: at the top dose activity change, negative = inhibition, usual class: inhibitors; note: potency is the fitted concentration of half-maximal effect; % is set by controls: 0 for no effect and ±100 for the full control effect; nearly all actives have a fitted effect of over 60% in size; many of its hits are not listed in these tables
#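 20 nM HADH2 + cpd, 15 min RT; add 1 mM NAD+/90 uM beta-hydroxybutyryl-CoA; kinetic fluorescence 360/450 nm, 4 min. Tris-HCl pH 9.0, 0.01% Tween-20.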
# HEK293 cAMP ctrl – raises cAMP in parental HEK293 cells, TSHR agonist counter-screen | parental HEK293 CNG cAMP sensor, membrane potential fluorescence | 73,000 compounds, 2.5% hits | Potency, µM (top dose mostly 57.1 µM), inactives show at the highest dose activation, hits mostly activators; note: potency is the fitted concentration of half-maximal effect; % of control where 0% means no effect; nearly all actives have a fitted effect of over 55% in size
#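 Parental HEK 293 cells stably expressing a cAMP-gated CNG channel were loaded with membrane potential dye containing 100 uM RO 20-1724 for 60 min. Compound added for 30 min; depolarization read as fluorescence intensity at 590 nm.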
# Tau filament bind – tau filament binding | P10636 | recombinant tau filaments, thioflavin S fluorescence, 15 h; filaments grown with octadecylsulfate alongside compound | Potency, µM (titrated, usually from 57.1 µM), without a hit: at the top dose activity change, negative = inhibition | 71,000 compounds, 2% hits | AID 596;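 note: potency is the fitted concentration of half-maximal effect; % is set by controls: 0 for no effect and ±100 for the full control effect; actives lower thioflavin S fluorescence by blocking filaments or displacing dye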
#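 Quantitative HTS: thioflavine S signal from ODS-induced tau filaments, excited at 450 nm, emission 510 nm. Conditions: 1 uM tau, 30 uM ODS, 15 h at 37 C, pH 7.4.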
# Active calls of the source: *; i = inactive; ? = inconclusive; . = not tested or not shown; [ ] = another dose, or the depositor's remark. Unless noted, calls come from the whole dose curve; as a rule, active = well fitted curve in the direction sought with a large enough effect; inconclusive = small, poorly fitted or top-dose-only effect, or another doubt; inactive = no such curve, though single readings can be large; an effect the other way counts as inactive or inconclusive. An excerpt; rates above refer to the full screens.
No.	smiles	Caspase-7 inhib	USP2a inh	Rhodamine autofl	DNA Pol III inh	Casp1 inh	BRCT inh red
1	Cc1ccc(C)n1CCN1CCN(CC(=O)Nc2ccc(S(N)(=O)=O)cc2)CC1	-3%	-5%	i	0%	-2%	0.0%
2	CCc1ccc(CCC(=O)O)nc1	3%[11.5 µM]	.	i	-5%[11.4 µM]	-1%[11.5 µM]	-0.7%[15.4 µM]
3	Cc1nc2ncnn2c(Nc2ccc3c(c2)OCCO3)c1C	1%	-6%	i	-3%	0%	2.5%
4	COc1ccc(N2C(=O)CSC2c2ccc3c(c2)OCO3)cc1 (stereo not drawn)	0%	-4%	i	-1%	-1%	-0.5%
5	O=C(O)Cn1cc(C(=O)c2ccco2)c2ccccc21	0%	-1%	i	-6%	-2%	-3.2%
6	Cn1c(=O)c2c(nc(N3CCCCC3)n2CCSc2nc3ccccc3s2)n(C)c1=O	0%	15%	i	-14%	1%	-0.5%
7	COc1ccccc1C1C2CCCCC2(O)CCN1CC(=O)Nc1ccccc1 (stereo not drawn)	0%	27%	i	-9%	-4%	-1.1%
8	Cc1cnc(CNc2ncncc2-c2ccoc2)cn1	-3%	5%	i	-4%	2%	-4.3%
9	Cc1nc(-n2cc(F)c(=O)[nH]c2=O)c2nc(C)oc2n1	0%	-3%	i	-2%	1%	1.7%
10	O=c1cc(-c2ccccc2)oc2cc(O[C@@H]3O[C@H](CO)[C@@H](O)[C@H](O)[C@H]3O)c(O)c(O)c12	0%	.	.	.	0%	0.0%
11	CN(C(=O)c1ccncc1)c1nnc(-c2cnccn2)s1	2%	-3%	i	0%	-1%	-1.6%
12	CC(NS(C)(=O)=O)C(c1cccs1)N1CCN(c2ccc(F)cc2)CC1 (stereo not drawn)	0%	8%	i	0%	2%	-0.2%

No.	BRCT inh green	ALOX15 inhib	HADH2 inh	HEK293 cAMP ctrl	Tau filament bind
1	0.3%	0%	3%	4%	4%
2	0.3%[15.4 µM]	2%[11.4 µM]	4%[11.4 µM]	15%[11.4 µM]	-1%[11.4 µM]
3	0.2%	2%	-13%	27%	4%
4	-1.9%	10%	?	9%	-10%
5	-0.4%	-15%	-21%	8%	0%
6	-1.9%	-3%	3%	?	7%
7	1.6%	3%	6%	10%	-13%
8	-14%	-16%	?	?	36%
9	-1.2%	3%	-10%	1%	5%
10	-3.6%	7%[25.6 µM]	.	.	.
11	0.5%	3%	-4%	-1%	5%
12	-1.2%	3%	13%	4%	-12%

# Overlap with the part before: four entries, followed by the next part.
No.	smiles	Caspase-7 inhib	USP2a inh	Rhodamine autofl	DNA Pol III inh	Casp1 inh	BRCT inh red
9	Cc1nc(-n2cc(F)c(=O)[nH]c2=O)c2nc(C)oc2n1	0%	-3%	i	-2%	1%	1.7%
10	O=c1cc(-c2ccccc2)oc2cc(O[C@@H]3O[C@H](CO)[C@@H](O)[C@H](O)[C@H]3O)c(O)c(O)c12	0%	.	.	.	0%	0.0%
11	CN(C(=O)c1ccncc1)c1nnc(-c2cnccn2)s1	2%	-3%	i	0%	-1%	-1.6%
12	CC(NS(C)(=O)=O)C(c1cccs1)N1CCN(c2ccc(F)cc2)CC1 (stereo not drawn)	0%	8%	i	0%	2%	-0.2%
13	Cc1cc(C)cc(Nc2ncc3c(n2)CCCC3=O)c1	-2%	5%	i	4%	-2%	-0.6%
14	Cc1cccc(C)c1N1C(=O)CC(N(O)c2ccccc2)C1=O (stereo not drawn)	-3%	0%	i	1%	0%	-1.5%
15	O=C(Nc1cccnc1)c1cc(-c2ccco2)on1	-13%	9%	i	-2%	0%	-1.7%
16	CCC(=O)Nc1cccc(NC(=O)CSc2nnnn2Cc2ccccc2)c1	-1%	11%	i	?	5%	-2.7%
17	O=C(NCCO)c1cccc(S(=O)(=O)N2CCCCC2)c1	-1%	-3%	i	-2%	-1%	1.6%
18	O=C(c1ccc(COc2ccc(F)cc2)o1)n1cccn1	1%	-7%	i	0%	-2%	-3.8%
19	NC(N)=N/N=C\c1ccc(C2CCNCC2)cc1	2%[11.5 µM]	.	i	-12%[11.4 µM]	-2%[11.5 µM]	-0.9%[15.4 µM]
20	COc1ccc(OC)c(S(=O)(=O)Nc2ccc(O)c3ccccc23)c1	-11%	13%	i	-2%	?	2.7%
21	O=C(NC1CC1)c1ccc2c(c1)ncn2C1CCCC1	1%	-9%	i	0%	0%	-1.3%
22	Cn1c(=O)[nH]c(=O)c2[nH]c(NCCCN3CCOCC3)nc21	7%	-9%	i	-4%	-1%	0.0%
23	O=C(Nc1ccccn1)c1cc(-n2cnnc2)ccc1Cl	-1%	5%	i	1%	0%	0.9%
24	COCCCNC(=O)c1cc(OC)c(OC)c(OC)c1	0%	.	i	2%	-2%	-1.2%

No.	BRCT inh green	ALOX15 inhib	HADH2 inh	HEK293 cAMP ctrl	Tau filament bind
9	-1.2%	3%	-10%	1%	5%
10	-3.6%	7%[25.6 µM]	.	.	.
11	0.5%	3%	-4%	-1%	5%
12	-1.2%	3%	13%	4%	-12%
13	0.5%	5%	-9%	?	64%
14	0.7%	-17%	-28%	-3%	-24%
15	3.3%	?	-6%	2%	-20%
16	-2.9%	-1%	-7%	-10%	12%
17	-2.3%	-1%	?	3%	2%
18	1.2%	-15%	-6%	5%	6%
19	0.1%[15.4 µM]	9%[11.4 µM]	4%[11.4 µM]	21%[11.4 µM]	11%[11.4 µM]
20	-0.1%	25µM*	2µM*	6%	25µM*
21	-1.7%	5%	-4%	-4%	9%
22	-1.2%	8%	-6%	-2%	-5%
23	-2.4%	-9%	-1%	12%	-11%
24	-1.4%	8%	-1%	-5%	-6%

# Further structures follow.
No.	smiles	Caspase-7 inhib	USP2a inh	Rhodamine autofl	DNA Pol III inh	Casp1 inh	BRCT inh red
25	CCOC(=O)C1CCCN(c2ccc(NC(=O)c3snc4c(=O)[nH]cnc34)cc2)C1 (stereo not drawn)	0%	25%	i	-10%	-2%	1.1%
26	C=C1C(=O)C=C2CN(C(=O)c3ccccc3)[C@@](Cc3ccc(F)cc3)(C(=O)OC)[C@@H]12	-2%	.	.	-15%	-2%	-2.3%
27	O=C1c2ccccc2S(=O)(=O)N1CCOc1ccc(F)cc1	-2%	-1%	i	0%	1%	-2.1%
28	CCCCCCCCCCCCCCCCCCc1ccc(C(=O)/C=C\C(=O)O)cc1	1%	.	.	-9%	4%	-1.0%
29	CC(=O)Nc1nonc1NC(C)=O	0%	-1%	i	-4%	0%	-0.9%
30	CCOC(=O)N1CCC(NC(=O)C2CCN(S(=O)(=O)c3c(C)noc3C)CC2)CC1	2%	8%	i	1%	0%	0.1%
31	O=S(=O)(c1ccc(F)cc1)c1nc(-c2ccc(F)cc2)oc1NCCN1CCOCC1	-3%	16%	i	-4%	0%	-0.3%
32	Cc1ccc(OCC(=O)Nc2ccc3c(c2)nc2n3CCOC2)cc1	1%	34%[activator]	i	-5%	-1%	-1.9%
33	O=C1NC(=O)[C@@](Cc2ccccc2)(c2cccnc2)N1	1%[11.5 µM]	.	i	-4%[11.4 µM]	0%[11.5 µM]	-1.0%[15.4 µM]
34	Nc1nnc(SCC(=O)Nc2ccccc2N2CCOCC2)s1	-2%	4%	i	3%	0%	0.2%
35	C=CCn1c(COc2ccccc2)nnc1SCc1ccc(C#N)cc1	-3%	14%	i	-12%	-1%	-1.7%

No.	BRCT inh green	ALOX15 inhib	HADH2 inh	HEK293 cAMP ctrl	Tau filament bind
25	-1.2%	11%	6%	-12%	16µM*
26	10%	.	-8%	?	-10%
27	0.2%	-6%	-6%	?	-3%
28	-3.4%	-7%[25.6 µM]	-14%	-2%	-75%
29	0.7%	-6%	-23%	9%	-4%
30	-2.6%	-1%	11%	0%	-8%
31	0.4%	-1%	-2%	9%	-12%
32	2.2%	-16%	-2%	-3%	9%
33	-0.2%[15.4 µM]	-5%[11.4 µM]	1%[11.4 µM]	2%[11.4 µM]	0%[11.4 µM]
34	-2.4%	-1%	-8%	-1%	4%
35	0.2%	7%	-2%	30%	-1%
